PI5P4Ka inh: qHTS for Inhibitors of phosphatidylinositol 5-phosphate 4-kinase (PI5P4K). actives 1.2% (n = 330,000). max response, %. PI5P4Kalpha enzyme, ADP-Glo luminescence, 60 min; active compounds read low; active = max response of -50% or lower; inconclusive = between -30% and -50%; inactive = -30% or higher; also: value at the top dose of about 77 µM; % is scaled to controls: 0 for no effect and ±100 for the full control effect
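Enzyme plus substrate dispensed, test compounds pinned in, then ATP (5 microM final) added. After 60 min at RT, ADP-Glo reagent 1 for 45 min and reagent 2 for 30 min preceded luminescence imaging.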
WRN helicase inh: qHTS for Inhibitors of WRN Helicase | AID 651768, 2012 | actives 0.46% (n = 360,000) | Potency, µM (doses to about 114 µM), for inactives: at the top dose activity change, negative = inhibition, hits mostly inhibitors | Bifunctional 3'-5' exonuclease/ATP-dependent helicase WRN (Homo sapiens), Q14191 | WRN helicase unwinding, fluorescent forked duplex, kinetic; also: potency is read from the fitted curve at half-maximal effect; % is scaled to controls: 0 for no effect and ±100 for the full control effect; nearly all actives have a fitted effect of over 55% in size
Target sequence (Q14191 whole entry, looked up): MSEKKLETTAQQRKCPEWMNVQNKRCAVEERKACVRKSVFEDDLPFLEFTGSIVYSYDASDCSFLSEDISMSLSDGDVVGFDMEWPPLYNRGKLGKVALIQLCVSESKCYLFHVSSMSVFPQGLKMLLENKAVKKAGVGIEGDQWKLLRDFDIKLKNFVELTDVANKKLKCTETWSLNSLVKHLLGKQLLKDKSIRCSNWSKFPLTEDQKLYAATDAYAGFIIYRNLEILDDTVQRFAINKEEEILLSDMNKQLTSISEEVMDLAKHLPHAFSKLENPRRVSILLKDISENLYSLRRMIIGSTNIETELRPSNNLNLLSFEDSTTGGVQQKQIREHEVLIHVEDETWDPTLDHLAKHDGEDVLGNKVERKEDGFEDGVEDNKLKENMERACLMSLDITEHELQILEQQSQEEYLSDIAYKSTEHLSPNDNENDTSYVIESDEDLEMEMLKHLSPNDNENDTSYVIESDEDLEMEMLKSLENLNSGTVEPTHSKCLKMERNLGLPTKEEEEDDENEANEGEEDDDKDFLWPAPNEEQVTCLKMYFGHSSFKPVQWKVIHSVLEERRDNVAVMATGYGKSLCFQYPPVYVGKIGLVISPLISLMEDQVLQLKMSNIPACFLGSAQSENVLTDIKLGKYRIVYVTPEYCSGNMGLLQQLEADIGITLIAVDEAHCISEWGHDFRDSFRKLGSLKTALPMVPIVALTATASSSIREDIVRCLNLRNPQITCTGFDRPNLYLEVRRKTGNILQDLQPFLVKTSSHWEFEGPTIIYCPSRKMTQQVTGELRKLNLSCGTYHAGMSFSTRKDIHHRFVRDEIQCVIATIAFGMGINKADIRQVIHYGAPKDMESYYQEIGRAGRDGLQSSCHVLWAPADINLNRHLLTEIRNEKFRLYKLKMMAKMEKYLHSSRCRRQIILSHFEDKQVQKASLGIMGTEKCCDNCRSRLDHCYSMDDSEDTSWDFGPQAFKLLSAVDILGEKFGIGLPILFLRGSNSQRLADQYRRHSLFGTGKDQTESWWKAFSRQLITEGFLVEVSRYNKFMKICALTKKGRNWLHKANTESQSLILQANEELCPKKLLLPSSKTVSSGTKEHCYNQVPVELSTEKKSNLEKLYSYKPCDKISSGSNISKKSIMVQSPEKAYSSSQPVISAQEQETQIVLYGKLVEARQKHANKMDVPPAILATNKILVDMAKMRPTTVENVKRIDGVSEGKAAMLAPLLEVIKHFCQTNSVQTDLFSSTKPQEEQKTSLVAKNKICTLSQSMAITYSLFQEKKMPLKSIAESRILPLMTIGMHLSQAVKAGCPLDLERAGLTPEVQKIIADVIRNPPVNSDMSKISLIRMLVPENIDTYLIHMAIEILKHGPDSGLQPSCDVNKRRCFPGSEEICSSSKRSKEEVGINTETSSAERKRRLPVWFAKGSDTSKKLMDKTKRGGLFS
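Screening of the MLSMR collection measured strand separation of a quenched forked DNA duplex (100 nM) by 20 nM WRN with 2 mM ATP, all final. Compounds were preincubated with enzyme 15 min at room temperature.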
EPAC2 ag: qHTS for Agonist of cAMP-regulated guanine nucleotide exchange factor 4 (EPAC2): primary screen; Potency, µM (doses to about 154 µM), for the others: at the highest dose activation, hits mostly activators; Rap guanine nucleotide exchange factor 4 (Homo sapiens), Q8WZA2; actives 0.079% (n = 360,000); EPAC2 activation, biochemical qHTS; response scale: 100% = 6.5 mM cAMP response; also: potency is read from the fitted curve at half-maximal effect; nearly all actives have a fitted effect of over 50% in size
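Readout is BODIPY fluorescence (480 nm excitation, 540 nm emission), which falls as labeled GDP is exchanged off Rap1B. EPAC2 at 100 nM acted on 250 nM RAP1B-BODIPY-GDP with 50 uM GDP present.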
PLK1 PBD inh: qHTS for Inhibitors of PLK1-PDB (polo-like kinase 1 - polo-box domain): Primary Screen; Plk1 PBD binding of FITC phosphopeptide, fluorescence polarization; AID 720504, 2013; actives 2.8% (n = 360,000); Potency, µM, without a hit: max response, negative = inhibition, most hits filed as inhibitors; also: potency is read from the fitted curve at half-maximal effect; series mostly up to about 57 µM; % is scaled to controls: 0 for no effect and ±100 for the full control effect; nearly all actives have a fitted effect of over 65% in size
EPAC1 antag: qHTS for Antagonist of cAMP-regulated guanine nucleotide exchange factor 3 (EPAC1): primary screen | Rap guanine nucleotide exchange factor 3 (Homo sapiens), O95398 | EPAC1 GEF assay, Rap1b-BODIPY-GDP exchange fluorescence | Potency, µM (titrated, usually from 115 µM), for inactives: at the top dose activity change, negative = inhibition, actives largely listed as inhibitors | actives 0.14% (n = 360,000) | AID 720709, 2013;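 also: potency is read from the fitted curve at half-maximal effect; plate controls were vehicle for no effect and positive control for full effect; nearly all actives have a fitted effect of over 50% in size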
IL-2 act: qHTS of IL-2 Activators; activation, % (series mostly up to about 46 µM); IL-2 activation reporter assay, cell-based qHTS; stimulated with anti-CD3/CD4/CD28 beads; in transgenic mouse T cells; actives 0.065% (n = 360,000); AID 652025, 2013; in the data active = activation above about 50%; inconclusive = mostly about 30% to 49%; also: 0% is about no effect
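Quantitative HTS in unstimulated transgenic mouse T cells, with memory T cells as non-tolerant control and PMA/ionomycin as tolerance-bypass control. Compound pretreatment lasted 60 minutes before 18 h bead stimulation; EGFP/DsRed fluorescence read.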
EPAC1 ag: qHTS for Agonist of cAMP-regulated guanine nucleotide exchange factor 3 (EPAC1): primary screen; Rap guanine nucleotide exchange factor 3 (Homo sapiens), O95398; EPAC1 agonist qHTS, biochemical assay; response scale: 100% = response to 6.5 mM cAMP; Potency, µM (series often up to 154 µM), for the others: top-dose activation, actives largely listed as activators; actives 0.073% (n = 360,000); AID 720707, 2013; also: potency is read from the fitted curve at half-maximal effect; nearly all actives have a fitted effect of over 60% in size
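Nucleotide exchange by EPAC1 (100 nM) on Rap1B–BODIPY-GDP (250 nM) in the presence of 50 uM GDP is tracked fluorescently at 480/540 nm over 30 min. Signals are normalized to a 6.5 mM cAMP control.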
CCT modulator: High-Throughput Screening for Modulators of Cytosolic Chaperonin Activity. purified chaperonin ATPase assay, HTRF ADP detection, 30 min. activity change, % (test concentration not listed), hits read low. actives 0.3% (n = 360,000). AID 651819, 2012; in the data active = activity change below about -30%; also: % is scaled to controls: 0 for no effect and ±100 for the full control effect
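ATPase activity: ADP formed was measured by HTRF Transcreener (665/615 nm ratio) after 30 min at 37 deg C with 10 uM ATP. Compounds screened at one 76 uM concentration against 40 or 20 nM TRiC in Tris pH 7.4/KCl/MgCl2/DTT buffer.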
The depositor's hits bear a star; [ ] = another dose, or the depositor's remark. Unless noted, calls follow the shape of the dose curve; as a rule, active = well fitted curve in the direction sought with a large enough effect; inconclusive = small, poorly fitted or top-dose-only effect, or another doubt; inactive = no such curve, though single readings can be large; an effect the other way counts as inactive or inconclusive.

How did CC(=O)Nc1ccc(S(=O)(=O)NCCS(=O)(=O)N2CCN(c3ccccc3)CC2)cc1 do in these assays?
PI5P4Ka inh: 0; WRN helicase inh: 4%; EPAC2 ag: -9%; PLK1 PBD inh: -11%; EPAC1 antag: 3%; IL-2 act: 0.1; EPAC1 ag: -3%; CCT modulator: -0.7

What do the screens show for `CCOC(=O)c1c(O)c(Cl)c(C)[nH]c1=O`?
PI5P4Ka inh: -16; WRN helicase inh: 8%; EPAC2 ag: -8%; PLK1 PBD inh: 27µM*; EPAC1 antag: 0%; IL-2 act: -0.1; EPAC1 ag: -8%; CCT modulator: -2.5

How did CC(C)(C)NC(=S)Nc1ccc(Br)cc1 do in these assays?
PI5P4Ka inh: 0; WRN helicase inh: 1%; EPAC2 ag: 5%; PLK1 PBD inh: 0%; EPAC1 antag: 4%; IL-2 act: 0.1; EPAC1 ag: 0%; CCT modulator: 1.0

How did CC/C=C(/NC(C)=O)c1ccccc1 do in these assays?
PI5P4Ka inh: 11; WRN helicase inh: 11%; EPAC2 ag: -1%; PLK1 PBD inh: 1%; EPAC1 antag: 6%; IL-2 act: -2.4; EPAC1 ag: -2%; CCT modulator: 0.0

How did CCCCC1=CC2=C(c3ccco3)C(=O)C(C)(OC(=O)c3ccc(OC)cc3)C(=O)C2=CN1Cc1ccc2c(c1)OCO2 (centres undefined) do in these assays?
PI5P4Ka inh: -30; WRN helicase inh: -6%[11.6 µM]; EPAC2 ag: 5%; PLK1 PBD inh: -5%; EPAC1 antag: -18%; IL-2 act: 0.7; EPAC1 ag: 3%; CCT modulator: -2.2

Results for CCCC(c1nnnn1C(C)(C)C)N1CCN(C(=O)c2ccco2)CC1 (centres undefined) ?
PI5P4Ka inh: 0; WRN helicase inh: -7%; EPAC2 ag: 4%; PLK1 PBD inh: 1%; EPAC1 antag: -19%; IL-2 act: 0.1; EPAC1 ag: 4%; CCT modulator: -0.1

How did Cc1ccc(SCc2c(C#N)c3ccccc3n2C)cc1 do in these assays?
PI5P4Ka inh: -27; WRN helicase inh: -5%; EPAC2 ag: 13%; PLK1 PBD inh: 5.3µM*; EPAC1 antag: -8%; IL-2 act: -0.8; EPAC1 ag: 0%; CCT modulator: 3.1

How did CCOc1ccc2nc(SCC(=O)c3ccc(C)s3)sc2c1 do in these assays?
PI5P4Ka inh: 1; WRN helicase inh: 0%; EPAC2 ag: -2%; PLK1 PBD inh: -24%; EPAC1 antag: 3%; IL-2 act: -1.3; EPAC1 ag: 0%; CCT modulator: -0.7

How did CC(C)NC(=O)C1(C)CN(S(C)(=O)=O)CC(=O)N1CCCN1CCOCC1 (centres undefined) do in these assays?
PI5P4Ka inh: -3; WRN helicase inh: 3%; EPAC2 ag: 3%; PLK1 PBD inh: 3%; EPAC1 antag: 7%; IL-2 act: -0.3; EPAC1 ag: 3%

Results for COCCCn1c(C2CCCCC2)nc2oc3cc(OC)ccc3c(=O)c2c1=O ?
WRN helicase inh: -3%; EPAC2 ag: 5%; PLK1 PBD inh: -4%; EPAC1 antag: -4%; IL-2 act: 0.2; EPAC1 ag: 9%; CCT modulator: -2.3

What do the screens show for `Cc1cccc(C)c1NC(=O)Cn1nnc(-c2ccc(N3CCOCC3)cc2)n1`?
WRN helicase inh: 10%; EPAC2 ag: -6%; PLK1 PBD inh: 0%; EPAC1 antag: 8%; IL-2 act: 0.1; EPAC1 ag: -2%; CCT modulator: -0.5

Results for CCN1CCc2nc(NC(=O)Cc3ccc4c(c3)OCCO4)sc2C1 ?
PI5P4Ka inh: 1; WRN helicase inh: 3%; EPAC2 ag: 8%; PLK1 PBD inh: 2%; EPAC1 antag: 5%; IL-2 act: 1.7; EPAC1 ag: 1%; CCT modulator: 0.5

Results for O=[N+]([O-])c1ccc(C(S(=O)(=O)Cc2ccccc2)S(=O)(=O)Cc2ccccc2)cc1 ?
PI5P4Ka inh: -13; WRN helicase inh: 3%; EPAC2 ag: 0%; PLK1 PBD inh: 5%; EPAC1 antag: 8%; IL-2 act: -0.6; EPAC1 ag: 8%; CCT modulator: -1.0

Results for Cc1cc(C)cc(N(C(=O)c2csnn2)C(C(=O)NC2CCCCC2)c2ccncc2)c1 (centres undefined) ?
PI5P4Ka inh: 4; WRN helicase inh: 2%; EPAC2 ag: -9%; PLK1 PBD inh: -1%; EPAC1 antag: -2%; IL-2 act: -0.3; EPAC1 ag: -4%; CCT modulator: -1.2

How did COc1ccc(OCC(=O)NCCc2ccc(S(N)(=O)=O)cc2)cc1 do in these assays?
PI5P4Ka inh: 0; WRN helicase inh: 0%; EPAC2 ag: 2%; PLK1 PBD inh: -2%; EPAC1 antag: 3%; IL-2 act: -0.3; EPAC1 ag: 0%; CCT modulator: -2.1

What do the screens show for `CN(c1ccccc1)S(=O)(=O)c1cccc(NC(=O)COC(=O)C2CCCCC2)c1`?
PI5P4Ka inh: 1; WRN helicase inh: -7%; EPAC2 ag: 1%; PLK1 PBD inh: -5%; EPAC1 antag: -21%; IL-2 act: 0.7; EPAC1 ag: -8%; CCT modulator: 2.3

Results for CC(C)[C@@H](N)C(=O)N/N=C/c1ccc2nccnc2c1 ?
PI5P4Ka inh: -4; WRN helicase inh: 1%; EPAC2 ag: 12%; PLK1 PBD inh: 5%; EPAC1 antag: -15%; IL-2 act: -2.7; EPAC1 ag: -2%; CCT modulator: -0.7

How did Cc1ccc(Nc2nc(N)nc(CN3CCN(Cc4ccc5c(c4)OCO5)CC3)n2)cc1C do in these assays?
PI5P4Ka inh: 10; WRN helicase inh: -1%; EPAC2 ag: 10%; PLK1 PBD inh: -9%; EPAC1 antag: -11%; IL-2 act: -3.8; EPAC1 ag: -1%; CCT modulator: -2.9

What do the screens show for `Cc1nc(-c2ccccc2)nc2[nH]c(-c3ccccc3)cc(=O)c12`?
PI5P4Ka inh: 0; WRN helicase inh: -10%; EPAC2 ag: 5%; PLK1 PBD inh: -9%; EPAC1 antag: -4%; IL-2 act: -4.8; EPAC1 ag: 2%; CCT modulator: -0.5

Results for Cn1nnnc1SCc1ccc(F)cc1 ?
PI5P4Ka inh: 1; WRN helicase inh: -12%[57.1 µM]; EPAC2 ag: -1%; PLK1 PBD inh: -4%; EPAC1 antag: 3%; IL-2 act: 0.2; EPAC1 ag: 0%; CCT modulator: 0.5

Results for Cc1nn(Cc2noc(C(=O)NCCc3ccccn3)n2)c(C)c1Br ?
PI5P4Ka inh: 4; WRN helicase inh: -11%; EPAC2 ag: 4%; PLK1 PBD inh: -1%; EPAC1 antag: 16%; IL-2 act: -0.4; EPAC1 ag: 5%; CCT modulator: -0.9

Results for O=C(CSc1cn(CCNC(=O)c2cccs2)c2ccccc12)NC1CCCC1 ?
PI5P4Ka inh: -3; WRN helicase inh: -15%; EPAC2 ag: 5%; PLK1 PBD inh: -17%; EPAC1 antag: 0%; IL-2 act: -3.9; EPAC1 ag: -8%; CCT modulator: 2.7

What do the screens show for `Cn1ncc(C(=O)Nc2ccc(Cl)cc2)c1C(F)(F)F`?
PI5P4Ka inh: 1; WRN helicase inh: 9%; EPAC2 ag: 17%; PLK1 PBD inh: -13%; EPAC1 antag: inconclusive; IL-2 act: -3.2; EPAC1 ag: -10%; CCT modulator: -0.7

Results for CN(C)C(=O)CCC(=O)N1CCCC(C(=O)c2ccc(C(F)(F)F)cc2)C1 (centres undefined) ?
PI5P4Ka inh: 5; WRN helicase inh: 22%; EPAC2 ag: 2%; PLK1 PBD inh: -5%; EPAC1 antag: 2%; IL-2 act: 0.1; EPAC1 ag: 0%; CCT modulator: 3.3

Results for Cc1ccccc1N=C1SC(CC(=O)Nc2ccc3ccccc3c2)C(=O)N1Cc1ccccn1 (centres undefined) ?
PI5P4Ka inh: 2; WRN helicase inh: -7%; EPAC2 ag: 0%; PLK1 PBD inh: 1%; EPAC1 antag: -6%; IL-2 act: -1.3; EPAC1 ag: 20%; CCT modulator: -1.4

What do the screens show for `CCOC(=O)CSc1cc(C)c(C#N)c2nc3ccccc3n12`?
PI5P4Ka inh: -3; WRN helicase inh: -4%[57.1 µM]; EPAC2 ag: -2%; PLK1 PBD inh: -15%; EPAC1 antag: -4%; IL-2 act: -2.5; EPAC1 ag: 5%; CCT modulator: 1.0

How did O=C(NCC1CCCO1)C(c1cccs1)N(Cc1ccccc1Cl)C(=O)c1ccc(-c2ccccc2)[nH]1 (centres undefined) do in these assays?
PI5P4Ka inh: 3; WRN helicase inh: -5%; EPAC2 ag: -4%; PLK1 PBD inh: -9%; EPAC1 antag: -28%; IL-2 act: 3.4; EPAC1 ag: 17%; CCT modulator: -1.1

What do the screens show for `CCOC(=O)C(CC)n1cnc2c(cnn2-c2ccc(Cl)cc2)c1=O` (centres undefined)?
PI5P4Ka inh: 1; WRN helicase inh: 2%; EPAC2 ag: -10%; PLK1 PBD inh: -5%; EPAC1 antag: 0%; IL-2 act: 0.3; EPAC1 ag: -14%; CCT modulator: -0.1

Results for CC(C)NC(=O)N(C)C[C@H]1Oc2ccc(NC(=O)NC3CCCCC3)cc2C(=O)N([C@H](C)CO)C[C@@H]1C ?
PI5P4Ka inh: 2; WRN helicase inh: -11%; EPAC2 ag: 1%; PLK1 PBD inh: -1%; EPAC1 antag: -12%; IL-2 act: 0.0; EPAC1 ag: 12%; CCT modulator: -2.0

Structural class: the compounds so far with bromine
How did CC(C)(C)NC(=S)Nc1ccc(Br)cc1 do in these assays?
PI5P4Ka inh: 0; WRN helicase inh: 1%; EPAC2 ag: 5%; PLK1 PBD inh: 0%; EPAC1 antag: 4%; IL-2 act: 0.1; EPAC1 ag: 0%; CCT modulator: 1.0

Results for Cc1nn(Cc2noc(C(=O)NCCc3ccccn3)n2)c(C)c1Br ?
PI5P4Ka inh: 4; WRN helicase inh: -11%; EPAC2 ag: 4%; PLK1 PBD inh: -1%; EPAC1 antag: 16%; IL-2 act: -0.4; EPAC1 ag: 5%; CCT modulator: -0.9

Compound activity (PubChem)

Not all compounds are listed, so the mix of outcomes need not match the whole.
